LMNA splice mod: qHTS Assay for Modulators of Lamin A Splicing | HeLa LMNA splicing GFP/RFP minigene ratio, 48 h | Potency, µM (highest dose often 46.1 µM), for inactives: top-dose ratio change, negative = inhibition, hits mostly inhibitors | hit rate 0.01% among 200,000 | AID 1487, 2009; active means well fitted inhibition curve with a large enough effect in the signal ratio, with a control signal flat, not every such curve was filed as active; inconclusive means small, poorly fitted or top-dose-only effect, or effect the other way, or a change in a side signal; the % refers to the signal ratio; further: on the % scale 0 is the no-effect control and ±100 the full control effect
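S3 HeLa stable clones carrying a lamin A-EGFP splicing minigene plus DsRed2 were seeded at 600 cells/well in Opti-MEM with 2% FBS, pin-dosed and incubated 48 h at 37°C. Acumen cytometry (488 nm) gave the GFP/RFP total-intensity ratio.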
TR SRC2 fluor cs: Total Fluorescence Counterscreen for Inhibitors of the Interaction of Thyroid Hormone Receptor and Steroid Receptor Coregulator 2 | Potency, µM (doses to about 106 µM), without a hit: at the highest dose fluorescence change, negative = quenching | TRb/SRC2 Texas Red total fluorescence interference | hit rate 0.29% among 280,000; active means well fitted curve in either direction with a large enough effect; inconclusive means small, poorly fitted or top-dose-only effect; further: on the % scale 0 is the no-effect control and ±100 the full control effect
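Human TRβ ligand-binding domain (0.6 uM) and Texas Red SRC2 peptide (20 nM) in Tris buffer with 1 uM T3 and 5% DMSO were incubated with pinned compound for 5 hr at ambient temperature. Total fluorescence was computed as S + 2P (555/632 nm).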
TRb-SRC2 inh: qHTS for Inhibitors of the Interaction of Thyroid Hormone Receptor and Steroid Receptor Coregulator 2. Thyroid hormone receptor beta (Homo sapiens), P10828. TRbeta-SRC2 peptide binding, fluorescence polarization; receptor liganded with 1 µM T3. Potency, µM (series often up to 106 µM), inactives show at the top dose activity change, negative = inhibition, most hits filed as inhibitors. hit rate 0.065% among 280,000. AID 1469, 2008;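 further: plate controls were bound peptide for no effect and peptide without receptor for full effect; nearly all actives have a fitted effect of over 50% in size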
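Binding of a 20-amino-acid Texas Red SRC2 peptide (20 nM) to TRb ligand-binding domain (0.6 uM) with agonist T3 at 1 uM was followed by fluorescence polarization after a 5 hr room-temperature incubation.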
JMJD2E inh: qHTS Assay for Inhibitors of Human Jumonji Domain Containing 2E (JMJD2E); Lysine-specific demethylase 4E (Homo sapiens), B2RXH2; JMJD2E catalytic domain, FDH-coupled NADH fluorescence (FDH is formaldehyde dehydrogenase); Potency, µM (highest dose often 57.1 µM), for inactives: at the highest dose activity change, negative = inhibition, actives largely listed as inhibitors; hit rate 1.6% among 230,000; AID 2147, 2009; active means well fitted inhibition curve with a large enough effect, not every such curve was filed as active; inconclusive means small, poorly fitted or top-dose-only effect, or another doubt; inactive means no such curve, though single readings can be large or run the other way;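 further: 0% = wells with enzyme and -100% = buffer wells without enzyme; nearly all actives have a fitted effect of over 50% in size; many of its hits are not listed in these tables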
SMN2 splice enh: qHTS Assay for Enhancers of SMN2 Splice Variant Expression | HEK293 SMN2-luciferase splicing reporter, luminescence, 30-36 h | AID 1458, 2008 | hit rate 2.8% among 210,000 | Potency, µM (doses to about 46.1 µM), inactives show at the top dose activity change, positive = activation, usual class: activators; further: % of control where 0% means no effect; nearly all actives have a fitted effect of over 55% in size
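qHTS luciferase splicing reporter: luminescence rises when SMN2 exon 7 is included in transfected HEK293 cells. Compound exposure lasted 30-36 h at 37C, with 4.5 mM final sodium butyrate as control, followed by a ONE-Glo read.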
RECQ1 helicase: qHTS Assay for Inhibitors of RecQ-Like Dna Helicase 1 (RECQ1) | AID 2549, 2010 | ATP-dependent DNA helicase Q1 (Homo sapiens), P46063 | RECQ1 DNA unwinding, red fluorescence kinetic read | Potency, µM (top dose mostly 57.3 µM), without a hit: at the highest dose activity, negative = inhibition, hits mostly inhibitors | hit rate 0.54% among 240,000;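 further: plate controls were vehicle for no effect and no enzyme for full effect; nearly all actives have a fitted effect of over 30% in size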
Target sequence (P46063 whole entry, looked up): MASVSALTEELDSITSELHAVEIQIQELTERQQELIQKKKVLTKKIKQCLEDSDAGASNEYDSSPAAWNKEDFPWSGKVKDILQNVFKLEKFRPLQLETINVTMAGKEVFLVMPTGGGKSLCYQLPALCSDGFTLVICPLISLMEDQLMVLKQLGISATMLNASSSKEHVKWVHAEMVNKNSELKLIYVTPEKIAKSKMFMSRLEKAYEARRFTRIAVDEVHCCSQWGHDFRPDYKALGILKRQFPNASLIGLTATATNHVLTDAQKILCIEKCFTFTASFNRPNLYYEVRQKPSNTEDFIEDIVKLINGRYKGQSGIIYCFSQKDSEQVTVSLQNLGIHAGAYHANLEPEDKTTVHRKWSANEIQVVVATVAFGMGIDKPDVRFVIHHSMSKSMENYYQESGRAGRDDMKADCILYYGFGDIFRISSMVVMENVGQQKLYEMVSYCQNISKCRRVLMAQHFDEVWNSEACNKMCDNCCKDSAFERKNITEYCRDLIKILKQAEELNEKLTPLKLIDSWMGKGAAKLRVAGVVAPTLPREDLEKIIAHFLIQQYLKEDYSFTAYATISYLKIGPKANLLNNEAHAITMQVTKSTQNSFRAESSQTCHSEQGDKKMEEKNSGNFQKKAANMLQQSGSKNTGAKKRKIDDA
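50 nM RECQ1T1 preincubated 15 min with compound in Tris pH 8.0 buffer with MgCl2, DTT, Tween-20 and 2.5 ug/ml poly(dI-dC); started with 200 nM TAMRA/BHQ-2 forked duplex and 2 mM ATP. Unwinding read as fluorescence (525/598 nm), two reads 2 h apart.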
GoLoco inh red: qHTS Assay for Inhibitors of RGS12 GoLoco Motif Activity (Red Fluorophore) | Guanine nucleotide-binding protein G(i) subunit alpha-1 (Homo sapiens), P63096 | Gai1:RGS12 GoLoco peptide FP, rhodamine, 10 min | Potency, µM (doses to about 61.6 µM), inactives show at the highest dose activity, negative = inhibition, hits mostly inhibitors | hit rate 0.44% among 230,000 | AID 880, 2007; active means well fitted inhibition curve with a large enough effect, not every such curve was filed as active; inactive means no such curve, though single readings can be large or run the other way; further: on the % scale 0 is the no-effect control and ±100 the full control effect; nearly all actives have a fitted effect of over 30% in size; many of its hits are not listed in these tables
Target sequence (P63096 whole entry, looked up): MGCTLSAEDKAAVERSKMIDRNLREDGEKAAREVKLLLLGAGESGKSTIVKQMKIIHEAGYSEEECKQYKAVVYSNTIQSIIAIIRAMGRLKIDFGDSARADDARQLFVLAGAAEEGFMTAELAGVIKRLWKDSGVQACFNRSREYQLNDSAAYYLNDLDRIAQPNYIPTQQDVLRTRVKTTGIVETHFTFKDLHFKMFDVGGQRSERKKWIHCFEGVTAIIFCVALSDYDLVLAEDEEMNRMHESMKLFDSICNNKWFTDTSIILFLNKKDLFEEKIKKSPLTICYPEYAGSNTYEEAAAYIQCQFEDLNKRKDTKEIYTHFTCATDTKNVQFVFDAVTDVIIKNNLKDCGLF
ALDH1A1 inh: qHTS Assay for Inhibitors of Aldehyde Dehydrogenase 1 (ALDH1A1); Potency, µM (series often up to 75.3 µM), for inactives: top-dose activity, negative = inhibition, actives largely listed as inhibitors; Purified ALDH1A1, NADH fluorescence, propionaldehyde substrate; AID 1030, 2008; hit rate 7.3% among 220,000; Aldehyde dehydrogenase 1A1 (Homo sapiens), P00352; active means well fitted inhibition curve with a large enough effect, not every such curve was filed as active; inconclusive means small, poorly fitted or top-dose-only effect, or another doubt; inactive means no such curve, though single readings can be large or run the other way;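 further: plate controls were no enzyme wells and a reference inhibitor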
Active calls of the source: *; i = inactive; ? = inconclusive; nt = no result given; & = joins results of further samples; [ ] = another dose, or the depositor's remark. Unless noted, the call rests on the fitted dose curve; in most records, active means well fitted curve in the direction sought with a large enough effect; inconclusive means small, poorly fitted or top-dose-only effect, or another doubt; inactive means no such curve, though single readings can be large; an effect the other way counts as inactive or inconclusive. Potency means the concentration at half of the fitted maximal effect.

no.	smiles	LMNA splice mod	TR SRC2 fluor cs	TRb-SRC2 inh	JMJD2E inh	SMN2 splice enh	RECQ1 helicase	GoLoco inh red	ALDH1A1 inh
1	Cc1nc(CN(C)Cc2nc(Cc3cccc(F)c3)no2)cs1	nt	-3%	3%	4%	nt	i	0%	7%
2	CCN(CC)C(=O)CSCc1cnn(-c2ccccc2)c1-n1cccc1	?	-1%	7%	-1%	-20%	7%	9%	28µM*
3	O=Cc1ccc(OC2C=CC(c3ccccc3)OC2CO)cc1 (stereo not given)	nt	-1%[11.2 µM]	-4%[11.2 µM]	nt	nt	i[11.5 µM]	nt	?
4	O=C(NCc1ccco1)C1CCN(c2ccc(S(=O)(=O)N3CCOCC3)cc2[N+](=O)[O-])CC1	?	0%	-4%	-5%	-27%	-2%	-1%	4%
5	Cn1c(=O)c(-c2ccccc2)nc2cnc(N3CCNCC3)nc21	nt	nt	nt	nt	9%	-1%	15%	?
6	N#CCC(=O)Nc1ccc(C(=O)OCC(=O)c2ccc3c(c2)OCCO3)cc1	nt	9%	13%	-4%	-5%	?	80%[activator]	2%
7	CC(C)[C@H](O)CC[C@@H](C)C1CC[C@H]2C3CC=C4C[C@@H](O)CC[C@]4(C)C3CC[C@]12C (stereo not given in full)	nt	-3%&0%	2%&5%	nt	-6%&-6%	-10%	-1%&0%	3%&10%
8	Cn1cccc1C(=O)OCC(=O)NC(=O)NC1CCCCC1	-20%[46 µM]	-1%	6%	4%	24%	?	0%	-9%
9	Cc1cc(=O)n2[nH]c(C)c(-c3ccccc3)c2n1	?	-6%	-21%	-12%	5%	-1%	8%	2%
10	COc1cc(N/N=C/c2ccccc2O)ncn1	-25%	-25%	2%	25µM*	?	-2%	35%[activator]	11%
11	CCCC(=O)Nc1ccc(C)c(O)c1	-1%	-1%	4%	10%	-5%	i	11%	21%
12	Cc1ccc(NC(NC(=O)c2cccs2)C(Cl)(Cl)Cl)cc1C (stereo not given)	12%	-2%	-10%	-5%	-27%	-20%	-5%	-1%
13	CC(=O)c1ccc(OCC(O)CN(C)Cc2cccs2)cc1 (stereo not given)	?	0%	11%	0%	-9%	-2%	-13%	?
14	COC(=O)c1ccc(C(/C=C/[C@@H](C)C(=O)NCc2ccc(OC)c(O)c2)NC(=O)OCc2ccccc2)cc1 (stereo not given in full)	nt	-6%	0%	3%	1%	-18%	4%	?
15	CC(=O)Nc1ccc(OC(=O)c2ccccc2O)cc1	nt	-1%	1%	-25%	-1%	i	-15%	6%
16	CC(=O)Nc1cccc(Nc2nc(-c3ccccc3F)nc3ccccc23)c1	nt	-8%	-7%	?	-34%[inhibitor]	-5%	-1%	?
17	O=C(CSc1nnnn1-c1ccc(Cl)c(C(=O)O)c1)NC(c1ccccc1)c1ccccc1	nt	2%	6%	8%	nt	10%	-5%	nt
18	CCOC(=O)c1c(NC(=O)CN2CCC(C)CC2)sc(C)c1C	18%[9.22 µM]	0%	5%	-20%	-14%	-10%	3%	-4%
19	COCCCNC(=O)Cn1cc(C(=O)C2CC2)c2ccccc21	3%	-6%	3%	3%	-7%	-6%	6%	0%
20	Cc1ccc(/C=c2\sc3nc(-c4cccs4)nn3c2=O)o1	-3%	4%	-13%	2%	12%	-16%	90%[activator]	?
21	O=C(c1cnn2c(C(F)(F)F)cc(-c3ccc(Br)cc3)nc12)N1CCOCC1	9%	0%	8%	1%	nt	-2%	0%	16%
22	O=c1cc(Cl)[nH]c(=O)n1CCNc1ncc(C(F)(F)F)cc1Cl	-10%	1%	8%	-8%	?	-15%	92%[activator]	10%
23	COc1ccc(C2C(C(=O)NCc3ccco3)c3ccccc3C(=O)N2C)cc1 (stereo not given)	-12%[9.22 µM]	5%	3%	-3%	-5%	-9%	12%	12%
24	O=C(N/N=C1\CC(c2ccccc2)Oc2ccccc21)c1ccccn1 (stereo not given)	-18%[46 µM]	-6%	-1%	?	6%	-15%	8%	-2%
25	CC(=O)NO	?	-1%	-2%	?	6%	i	7%	-1%
26	CC1(C)CC(=O)C(C=Nc2ccccc2C(=O)O)=C(O)C1	13%	-6%	5%	?	?	5%	7%	?
27	Cc1cc(C)c(C)c(S(=O)(=O)N2CCN(CC(=O)NC(=O)NCc3ccccc3)CC2)c1C	?	1%	2%	5%	nt	-2%	nt	15%
28	CCc1ccc(-c2cc(C(F)(F)F)n3nc(C(=O)Nc4c(C)nn(Cc5ccccc5Cl)c4C)cc3n2)s1	0%	-4%	-4%	?	-32%[inhibitor]	i	7%	?
29	CCC(=O)c1ccc(N2CCN(C(=O)c3ccccc3Br)CC2)c(F)c1	nt	-1%	2%	-11%	-28%	i	8%	?
30	COc1cc(C(=O)O/N=C2\CCCc3c2ccc(OC)c3[N+](=O)[O-])cc(OC)c1OC	17%	-2%	-1%	-2%	-13%	1%	-17%	-3%
31	CCCCCCn1c(CN2CCN(C)CC2)nc2c1c(=O)n(C)c(=O)n2C	-5%	-6%	2%	-2%	-4%	0%	6%	4%
32	Cn1c(=O)c2c(ncn2CC(=O)Nc2cc(Cl)c(Cl)cc2Cl)n(C)c1=O	16%	-3%	0%	-2%	-19%	-1%	7%	15%
33	C=CCN(C)CC/C=C1\c2ccccc2CSc2ccccc21	-7%	-1%	-7%	9%	12%	-4%	6%	13%
34	Cc1ccc(-c2nc3cnccn3c2Nc2c(C)cccc2C)o1	?	-8%	0%	2%	-27%	-6%	-37%	?
35	O=C(C1CCN(S(=O)(=O)c2cccc3cccnc23)CC1)N1CCn2c1nc1ccccc12	10%	1%	-4%	-7%	-32%[inhibitor]	-10%	2%	8%
36	Cc1cc(-c2ccc(Cl)s2)n[nH]1	7%	-2%	-6%	0%	1%	i	3%	2%
37	CCc1nc(NC(C)C)c2oc3ccccc3c2n1	12%	2%	0%	-23%	-27%	11%	8%	?
38	CN(Cc1nc2c(s1)CCCC2)C(=O)CCc1nnc(-c2ccccc2)o1	nt	1%	-1%	-2%	nt	i	2%	?
39	O=C(NC1CCCC1)C1CCCN(S(=O)(=O)c2cccc3cccnc23)C1 (stereo not given)	-13%	0%	3%	0%	-9%	-1%	6%	5%
40	CCCCC(=O)NC(c1ccccc1Cl)c1c(O)ccc2ccccc12 (stereo not given)	-14%	-5%	-6%	-27%	-2%	-5%	9%	12%
41	O=C(CSc1nc(-c2ccco2)cc(C(F)(F)F)n1)NC1CCCC1	-4%	6%	-2%	-4%	-10%	-6%	3%	?
42	O=C(O)CC(NC(=O)Cc1ccccc1)c1cc([N+](=O)[O-])ccc1Cl (stereo not given)	?	-1%	-4%	4%	-33%	-2%	-4%	-4%
43	CS(=O)(=O)N1CCC(Oc2ccccc2C(=O)N2CCNC(=O)C2)CC1	nt	2%	-1%	-1%	nt	-3%	-6%	2%
44	COC(=O)[C@@]1(Cc2ccccc2)[C@H]2c3cc(C(=O)N(C)C)n(Cc4ccc(S(C)(=O)=O)cc4)c3C[C@H]2CN1C(=O)c1ccccc1	nt	5%	-1%	-2%	-11%	7%	5%	-9%
45	CCCCCCOC(=O)C1=C(C)NC(=O)NC1c1ccc(O)cc1 (stereo not given)	-2%	-1%	3%	10%	-2%	-15%	17%	7%
46	O=C(OCC(=O)N1CCCCC1)c1cc2ccccc2cc1O	4%	0%	6%	-2%	-5%	-1%	5%	-2%
47	Cc1ccc(Cn2c(=O)c3c(nc4n3CCN4Cc3ccco3)n(C)c2=O)cc1	?	-2%	0%	4%	-42%[inhibitor]	-4%	0%	?
48	CCOc1cc(CNc2ccccc2)cc(Br)c1OCc1ccc(F)cc1	?	1%	-15%	1%	-11%	-11%	10%	3%
49	Cn1c(=O)n(C)c2cc(S(=O)(=O)NCCc3ccccc3)ccc21	?	2%	-13%	4%	-19%	i	-1%	?
50	Cc1cc(C(=O)OCn2nnc3ccccc3c2=O)c(C)o1	3%	1%	6%	-3%	-19%	-5%	2%	-7%
51	S=c1[nH]nc(Cc2cccc3ccccc23)n1-c1ccccc1	-20%	-5%	-8%	-2%	-27%	i	-4%	?
52	N#CC1(c2ccccc2)CCCN1C(=O)c1ccccc1Br (stereo not given)	8%	-2%	6%	-2%	-1%	-6%	7%	10%
53	CCCCCn1nc(C)c(/C=N/NC(=O)c2ccoc2C)c1C	-15%	-1%	5%	12%	20µM*	1%	-6%	1%
54	Cc1nn(-c2ccccc2)c(NC(=O)c2cccs2)c(-c2ccc(Cl)cc2)c1=O	-6%	-1%	-2%	0%	3%	4%	19%	6%
55	Cc1nc2cc(NCc3cccs3)ccc2n1C	28%[46 µM]	-6%	5%	?	7.9µM*	-3%	-17%	?
56	Cc1ccccc1OCc1nc2ccccc2c(=O)n1/N=C/c1cccc([N+](=O)[O-])c1	-3%	-7%	-6%	1%	-3%	-6%	-16%	18%

These rows are one share of the data. The share of hits here may be higher or lower than overall.
